# KCNQ1 inh: inhibitors of human KCNQ1 channel, primary screen, cell-based, thallium flux, high-throughput | Potassium voltage-gated channel subfamily KQT member 1 (Homo sapiens), P51787 | CHO-K1 KCNQ1, FluxOR thallium flux fluorescence; hits give high values | B-score at 10 µM | 310,000 tested, 1.3% active;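 active = compounds whose thallium flux B-score, printed positive for inhibition, exceeds three library SD while starting fluorescence stays within three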;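 note: channel opened by potassium depolarization with thallium stimulus after 20 min compound exposure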
# Target sequence (P51787 whole entry, looked up): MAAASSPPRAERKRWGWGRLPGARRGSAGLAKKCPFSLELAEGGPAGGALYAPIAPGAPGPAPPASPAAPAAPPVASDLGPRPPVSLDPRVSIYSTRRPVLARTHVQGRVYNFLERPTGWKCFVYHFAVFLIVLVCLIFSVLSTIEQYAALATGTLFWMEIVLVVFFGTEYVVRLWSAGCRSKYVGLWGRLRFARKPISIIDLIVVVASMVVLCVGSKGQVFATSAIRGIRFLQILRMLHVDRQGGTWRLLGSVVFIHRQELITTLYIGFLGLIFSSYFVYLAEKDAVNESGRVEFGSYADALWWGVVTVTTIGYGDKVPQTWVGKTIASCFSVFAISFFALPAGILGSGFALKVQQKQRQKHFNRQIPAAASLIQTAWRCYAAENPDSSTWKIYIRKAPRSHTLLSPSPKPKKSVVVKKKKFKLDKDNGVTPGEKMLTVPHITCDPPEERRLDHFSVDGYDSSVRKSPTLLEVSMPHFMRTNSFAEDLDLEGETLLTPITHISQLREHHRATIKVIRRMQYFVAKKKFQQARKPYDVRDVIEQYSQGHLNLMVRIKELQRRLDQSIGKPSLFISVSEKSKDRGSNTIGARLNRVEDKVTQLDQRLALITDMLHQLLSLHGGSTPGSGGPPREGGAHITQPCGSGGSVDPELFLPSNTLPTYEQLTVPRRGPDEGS
# PolyA inh: polyadenylation inhibitors in yeast reporter cells, primary screen, luminescence, S. cerevisiae. calls only at 12 µM. S. cerevisiae SKY197-pL101 polyadenylation reporter, beta-gal luminescence; efflux-impaired pdr1/pdr3 knockout yeast; score 100 = 6 SD above DMSO. 300,000 tested, 0.02% active;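 active = lowest replicate activity score at least 50, where 100 means six control SD above control mean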;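 note: yeast exposed to compound for 9 h at 30 °C; higher score means more reporter readthrough which indicates perturbed polyadenylation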
# TRPC4 block: inhibitors of mouse TRPC4 channel, primary screen, Fluo4 calcium, HEK293 TRPC4beta/mu-opioid cells | Short transient receptor potential channel 4 (Mus musculus), Q9QUQ5 | DAMGO-evoked Fluo4 calcium flux; hits give low values | B-score at 10 µM | 300,000 tested, 0.39% active | AID 2247, 2010;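 active = B-score over 3 SD under the library average, no early fluorescence shift, positive overall ratio signal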
#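 Assay system: HEK293 cells with stable TRPC4beta plus mu-opioid receptor expression. Dosing: single dose. Measured by: Fluo4 Ca2+ flux fluorescence. Also added: DAMGO in two steps, submaximal then maximal. Read-out: B score from integrated Fluo4 fluorescence ratio.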
# KCNQ1 act: potentiators or activators of KCNQ1 channel, primary screen, cell-based, thallium flux, high-throughput | 310,000 tested, 0.35% active | Potassium voltage-gated channel subfamily KQT member 1 (Homo sapiens), P51787 | AID 2648, 2010 | CHO-K1 KCNQ1, thallium flux FluxOR fluorescence; hits give high values | B-score at 10 µM;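 active = fluorescence ratio B-score, a plate-corrected score, at least three library SD, with initial intensity B-score within 5 SD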
#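 Schedule – 37 °C overnight plating, 90-min dark dye load, 20-min compound pretreatment · System – stable KCNQ1 CHO-K1 line · Probe or stimulus – thallium- and potassium-containing depolarizing buffer · Measured by – kinetic FluxOR fluorescence, 10 s baseline plus 110 s post-stimulus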
# KCNK9 block: KCNK9 potassium channel inhibitors, primary screen, HEK293 cells, thallium flux; Potassium channel subfamily K member 9 (Homo sapiens), Q9NPC2; FluxOR thallium flux fluorescence; hits give low values; B-score at 10 µM; 310,000 tested, 1.2% active;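 active = ratio B-score over 3 SD below the library mean, with starting fluorescence within 5 SD of its mean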;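 note: negative B-score means less thallium flux so channel inhibition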
# Target sequence (Q9NPC2 whole entry, looked up): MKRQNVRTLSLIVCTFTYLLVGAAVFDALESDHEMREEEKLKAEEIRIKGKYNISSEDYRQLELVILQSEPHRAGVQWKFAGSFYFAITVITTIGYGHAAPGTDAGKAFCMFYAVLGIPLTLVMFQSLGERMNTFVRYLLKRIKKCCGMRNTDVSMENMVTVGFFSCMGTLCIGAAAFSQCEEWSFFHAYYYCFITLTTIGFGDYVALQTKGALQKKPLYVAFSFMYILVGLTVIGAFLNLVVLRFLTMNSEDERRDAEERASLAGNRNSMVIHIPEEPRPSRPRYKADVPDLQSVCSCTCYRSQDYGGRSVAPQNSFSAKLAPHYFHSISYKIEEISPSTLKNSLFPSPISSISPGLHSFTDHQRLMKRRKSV
# Platelet DG rel: inhibitors of platelet dense granule secretion, primary screen, cell-based, MLPCN, human platelets; human platelet-rich plasma, SFLLRN dense granule ATP release, luminescence; inhibition, %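 (compounds screened at 7.5 µM in platelet-rich plasma)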; 300,000 tested, 0.22% active; AID 1663, 2009;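 active = mean replicate score, as percent of positive control, at or above 50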
# TRPC4 potent: positive allosteric modulators of TRPC4, primary screen, cell-based, mouse TRPC4beta, HEK293 mu-opioid, Fluo-4 calcium; 310,000 tested, 0.42% active; Short transient receptor potential channel 4 (Mus musculus), Q9QUQ5; DAMGO EC20, Fluo-4 Ca2+ flux; hits give high values; B-score at 10 µM;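 active = B-score of calcium response area above 5 SD of library B-scores, with initial fluorescence ratio within 5 SD of library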;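 note: B-score of integrated fluorescence ratio over time as area under calcium response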
# Dyrk1A ADPGlo: rat Dyrk1A kinase inhibitors, primary screen, biochemical, single point, plate reader; ADP-Glo luminescence, NFATc1 peptide; inhibition, % at 12.5 µM; 310,000 tested, 0.43% active; in the data active = inhibition above about 50%;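 note: plate controls were vehicle with enzyme for no effect and no enzyme for full effect; many of its hits are not listed in these tables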
# KCNK3 inh: human KCNK3 channel inhibitors, primary screen, CHO cells, FluxOR thallium flux, B-score; FluxOR fluorescence; hits give low values; B-score at 10 µM; AID 602410, 2012; 340,000 tested, 0.84% active;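 active = B-score under library mean minus 4 SD, starting fluorescence ratio at most library mean plus 5 SD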;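 note: more negative B-score means stronger inhibition of thallium flux through KCNK3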
# hERG protect: hERG rescue from dofetilide block, primary screen, cell-based, CHO-hERG, FluxOR thallium flux, dofetilide IC70; dofetilide IC70 present; 310,000 tested, 0.51% active; AID 1511, 2009; activation (rescue from dofetilide block), less the hit threshold, % at 10 µM;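 active = activation above the mean of controls blocked by dofetilide plus 5 SD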;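 note: thallium influx through hERG after potassium depolarization seen as dye fluorescence rise; in these data hits start at about 4.7%; inactives centre near -7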
# TRPC4 agonist: activators of mouse TRPC4 channel, primary screen, Fluo4 calcium, HEK293 TRPC4beta/mu-opioid cells. 310,000 tested, 0.49% active. AID 2237, 2010. Short transient receptor potential channel 4 (Mus musculus), Q9QUQ5. B-score at 10 µM. Fluo4 calcium fluorescence; hits give high values;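 active = B-score above 5 SD of library B-scores, and initial fluorescence ratio not above library mean plus 5 SD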;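 note: positive B-score marks a calcium rise read as TRPC4 activation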
#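 system = HEK293 cells stably co-expressing mouse TRPC4beta and mu-opioid receptor | schedule = Fluo4 dye loading 45 min at room temperature, 110 s recording | measure = B-scored integrated calcium fluorescence ratio | signal = Fluo4 calcium-sensitive dye fluorescence, kinetic, 1 Hz baseline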
# Active calls of the source: *; i = inactive; nt = not tested or not shown.
molecule	KCNQ1 inh	PolyA inh	TRPC4 block	KCNQ1 act	KCNK9 block	Platelet DG rel	TRPC4 potent	Dyrk1A ADPGlo	KCNK3 inh	hERG protect	TRPC4 agonist
COc1cc(/C=N/N=C/c2c[nH]c(=O)c(C#N)c2Nc2ccccc2)ccc1O	i	i	i	i	i	0	i	nt	nt	-7	i
CCOC(=O)c1nc2sc3c(c2c(=O)[nH]1)CCC(C)C3 (configuration not stated)	i	i	i	i	i	13	i	-2	i	-7	i
COCCn1c(-c2ccccc2)nc2ccccc21	i	i	i	i	i	-12	i	-1	i	-11	i
O=C(O)c1cc2n(n1)C(C(F)(F)F)CC(c1ccccc1)N2 (configuration not stated)	i	i	i	i	i	-2	i	7	i	-5	i
Cc1cc(C)c(C(=O)COC(=O)c2ccc(NC(=O)CC#N)cc2)cc1C	i	i	i	i	i	-7	i	-9	i	-6	i
O=C(NN1CCOCC1)c1ccc([N+](=O)[O-])cc1	i	i	i	i	i	-3	i	-4	i	-5	i
Cc1ccccc1-n1c(SCC(=O)c2c(N)n(C)c(=O)n(C)c2=O)nnc1-c1cccnc1	i	i	i	i	i	-3	i	3	i	-4	i
Cc1c(CNC(=O)c2nn3c(c2Cl)NC(c2ccccc2)CC3C(F)(F)F)cnn1C (configuration not stated)	i	i	i	i	i	3	i	-2	i	-5	i
Cc1ccc(C)c(Cn2c(C(=O)OC(C)C)cc3c2ccn3C)c1	i	i	i	i	i	-8	i	0	i	-11	i
COC(=O)c1ccccc1C(=O)N1CCC(CCC(=O)NC2CC2)CC1	i	i	i	i	i	18	i	8	i	-4	i
COc1ccc(Cl)cc1S(=O)(=O)Nc1noc2ccccc12	i	i	i	i	i	10	i	4	i	-6	i
O=C(O)COc1c(-c2ccc(Cl)cc2)oc2ccccc2c1=O	i	i	i	i	i	-10	i	-1	i	-11	i
c1ccc(CN2CCOCCOCCOCC2)cc1	i	i	i	i	i	-9	i	5	i	-7	i
CN1C(=O)[C@H]2[C@@H](/C=C/c3ccccc3)N3C(=O)CN(Cc4ccccn4)C(=O)[C@@]3(C)[C@H]2C1=O	i	i	i	i	i	-6	i	-6	i	-9	i
COc1cccc(C(=O)Nc2cc(C(=O)NCc3ccc(C)cc3)ccc2N2CCC3(CC2)CC(c2ccccc2)=NO3)c1	i	i	i	i	i	-2	i	-1	i	-4	i
Cc1nc(N)c(C#N)c(-c2ccc3c(c2)OCO3)c1C	i	i	i	i	i	-9	i	nt	i	-3	i
COc1cccc(OC)c1C(=O)Nc1cc(Cl)ccc1N1CCOCC1	i	i	i	i	i	5	i	3	i	-7	i
COc1cccc(/C=N/NC(=O)c2[nH]c(C)c(C(=O)N/N=C/c3cccc(OC)c3O)c2C)c1O	i	i	i	i	i	34	i	1	i	-16	i
Cc1cc(C)n2nc(CC(=O)NC3CCCCCCC3)nc2n1	i	i	i	i	i	-2	i	2	i	-4	i
COC(=O)[C@]1(CC(C)C)N[C@H](c2ccc(-c3ccc(F)cc3)c(OC)c2)[C@@H]2C(=O)N(C)C(=O)[C@@H]21	i	i	i	i	-9.1*	3	i	4	i	-4	i
O=C(CCc1ccc(O)c(O)c1)N/N=C/c1ccc2c(c1)OCO2	6*	i	i	i	i	5	i	44	i	-16	i
CC(Oc1ccc(Cl)cc1Cl)C(=O)N(C)c1ccccc1 (configuration not stated)	i	i	i	i	i	7	i	-5	i	-11	i
Fc1ccc(-n2cc(CNCCc3ccncc3)c(-c3ccccc3Cl)n2)cc1	i	i	-6*	i	i	-2	i	-2	i	-15	i
CCN(CC)c1ccc(/C=N/n2c(C)nc3ccccc3c2=O)cc1	i	i	i	i	i	6	i	-3	i	-10	i
C#CCn1c(=NC(=O)c2ccc(Br)s2)sc2cc(NC(C)=O)ccc21	i	i	i	i	i	-3	i	-1	i	-5	i
COc1ccc(CNC(=O)C2CCCN(S(=O)(=O)c3ccc(-n4cnnn4)cc3)C2)cc1 (configuration not stated)	i	i	i	i	i	29	i	-7	i	-8	i
NC(=O)c1ccccc1NC(=O)CCCN1C(=O)CCC1=O	i	i	i	i	i	-26	i	0	i	-9	i
COc1ccc(NC(=O)CN(C)S(=O)(=O)c2ccc3[nH]c(=O)oc3c2)cc1	i	i	i	i	i	-4	i	-1	i	-7	i
CC(=O)N1c2ccc(S(=O)(=O)N3CCCCC3)cc2CC1C(=O)NCc1cccc(Cl)c1 (configuration not stated)	i	i	i	i	i	13	i	-2	i	-13	i
COc1ccc(/C=N/N=C/c2ccc(OC)c(O)c2)cc1O	i	i	i	i	i	2	i	0	i	-11	i

# 3 structures already listed, sorted by formula weight, smallest number first.
molecule	KCNQ1 inh	PolyA inh	TRPC4 block	KCNQ1 act	KCNK9 block	Platelet DG rel	TRPC4 potent	Dyrk1A ADPGlo	KCNK3 inh	hERG protect	TRPC4 agonist
Cc1cc(C)n2nc(CC(=O)NC3CCCCCCC3)nc2n1	i	i	i	i	i	-2	i	2	i	-4	i
O=C(CCc1ccc(O)c(O)c1)N/N=C/c1ccc2c(c1)OCO2	6*	i	i	i	i	5	i	44	i	-16	i
COC(=O)c1ccccc1C(=O)N1CCC(CCC(=O)NC2CC2)CC1	i	i	i	i	i	18	i	8	i	-4	i

# Further compounds.
molecule	KCNQ1 inh	PolyA inh	TRPC4 block	KCNQ1 act	KCNK9 block	Platelet DG rel	TRPC4 potent	Dyrk1A ADPGlo	KCNK3 inh	hERG protect	TRPC4 agonist
CCOc1ccc(NC(=O)CSc2nnc(-c3ccccc3)n2N)cc1	i	i	i	i	i	5	i	-6	i	-10	i
COc1ccccc1C(=O)N1CCCN(C(=O)c2ccccc2OC)CC1	i	i	i	i	i	-1	i	2	i	-12	i
COc1ccc(-c2ccc(OC)c([C@H]3[C@H]4C=CC[C@@H](C)[C@@H]4C(=O)N3Cc3ccccc3)c2)cc1	i	i	i	i	i	-6	i	-4	i	-16	i
CCOC(=O)Cc1nc2ccccc2o1	i	i	i	i	i	-12	i	nt	nt	3	i
Cc1cc(Nc2ccccc2)n(-c2ccccc2)n1	i	i	i	i	i	-3	i	-5	i	-8	i
CCCOC(=O)c1ccc(NC(=O)c2cc(Cl)ccc2OC)cc1	i	i	i	i	i	1	i	-5	i	-11	i
COc1ccccc1CN1CC(C(=O)NCCn2nc(C)cc2C)CCC1=O (configuration not stated)	i	i	i	i	i	-4	i	7	i	-5	i
CCN(CC)C(=O)Cn1c(=O)n(Cc2ccccc2Cl)c2c1c(=O)n(C)c(=O)n2C	i	i	i	i	i	2	i	-1	i	-10	i
CCNC(=O)N1CCNC(=O)C1CC(=O)OC (configuration not stated)	i	i	i	i	i	1	i	0	i	-8	i
O=C(O)C1(c2ccccc2)CCC(Nc2ccccc2)C1 (configuration not stated)	i	i	i	i	i	-1	i	10	i	-6	i
Nc1cccc(S(=O)(=O)Nc2ccccc2)c1	i	i	i	i	i	-7	i	4	i	-7	i
CCN(CC)c1ncnc2c1cnn2Cc1ccc(Cl)cc1	i	i	i	i	i	8	i	nt	i	-21	i
Cc1ccc(C)c(NC(=S)/C(=C(\[O-])c2ccc(OC(F)F)cc2)[n+]2ccccc2)c1	i	i	i	i	i	1	i	2	i	-1	i
Cc1ccc(C)c(OCc2nc(-c3cccnc3)no2)c1	i	i	i	i	i	3	i	-4	i	-1	i
COc1ccc(-c2nc(NC(=O)Cn3c(=O)oc4ccccc43)sc2C)cc1	i	i	i	i	i	-9	i	7	i	-11	i
O=C(CNS(=O)(=O)c1ccccc1)NNC(=O)C(Cl)Cl	i	i	i	i	i	3	i	-4	i	-4	i
O=C(COC(=O)C1CCC1)c1c[nH]c2ccccc12	i	i	i	i	i	-4	i	5	i	-17	i
O=C(CNC(=O)c1ccccc1Cl)OC1CCOC1=O (configuration not stated)	i	nt	i	i	i	-4	i	-1	i	-4	i
O=c1cc(N2CCOCC2)[nH]c(=O)n1-c1ccc(Cl)cc1	i	i	i	i	i	4	i	5	i	-1	i
O=C(Nc1ccc(F)cc1)c1ccc2snnc2c1	i	i	i	i	i	-7	i	3	i	-2	i
CC(=O)Nc1ccc(NC(=O)CS(=O)(=O)c2cn(CC(=O)N3CCCCC3)c3ccccc23)cc1	i	i	i	i	i	-1	i	-13	i	-11	i
COc1ccc(C(C)(C)C)cc1NC(=O)c1[nH]c(C)c(C(C)=O)c1C	i	i	i	i	i	-1	i	1	i	-9	i
O=C(NCCS(=O)(=O)N1CCN(c2ccccc2)CC1)C1CC(=O)N(c2ccc(F)cc2)C1 (configuration not stated)	i	i	i	i	i	3	i	-5	i	-7	i
CCCCn1c(CN2CCN(c3cccc(Cl)c3)CC2)nc2c1c(=O)n(C)c(=O)n2C	i	i	i	i	i	-2	i	-1	i	-19	i
COc1ccc(NC(=O)N2CCOCC2)cc1OC	i	i	i	i	i	3	i	-6	i	-5	i
CCn1c2ccccc2c2cnc(N=CN(C)C)c(C#N)c21	i	i	i	i	i	7	i	13	i	-3	i
C=Cc1ccc2c(c1)OCCOCCOCCOCCOCCO2	i	i	i	i	i	-24	i	1	i	-7	i
CCOc1cc(C(=O)NC(C)CCc2ccccc2)cc(OCC)c1OCC (configuration not stated)	i	i	i	i	i	1	i	0	i	-4	i
Cc1ccc(NC(=O)c2ccco2)c(NC(=O)C2CCCO2)c1 (configuration not stated)	i	i	i	i	i	3	i	-4	i	-12	i
CC1=C(C(=O)OC(C)C)C(c2ccccc2Cl)CC(=O)N1 (configuration not stated)	i	i	i	i	i	-7	i	-4	i	-1	i
CCOC(=O)N1CCN(CCc2ccccc2)CC1	i	i	i	i	i	1	i	nt	i	-9	i
Cc1ccccc1C(=O)N1CCN(C(c2ccccc2)c2ccccc2)CC1	i	i	i	i	i	8	i	nt	i	-9	i

# Not all compounds are listed (hit frequency here may not be typical).
